From PubChem BioAssay
STAT1 blocker = STAT1 signaling inhibitors, primary screen, cell-based, HTS, luciferase reporter; inhibition, % at 5.5 µM; AID 920, 2007; NIH 3T3 STAT1-luciferase reporter, IFN-gamma, luminescence; 0.35% of 200,000 active;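 active = inhibition above a set limit, the mean inhibition across all tested compounds plus 3 SD, cut at about 34% in these data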;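 also: 0% = IFN-gamma with DMSO and 100% = IFN-gamma with 300 µM nifuroxazide; values of inactives mirror those of a sister screen read the other way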
STAT3 inh = IL-6 driven STAT3 reporter inhibitors, primary screen, U3A cells, luciferase, luminescence, MLSCN library; IL-6 STAT3-luciferase reporter; host cell line lacks STAT1; inhibition, % at 5.5 µM; 0.89% of 190,000 active;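 active = inhibition above the mean inhibition across all screened compounds plus 3 SD, cut at about 44% in these data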;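 also: 0% = DMSO only wells and 100% = 100 µM nifuroxazide control wells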
Diaph inh CS = diaphorase inhibitors and chemical oxidizers, primary screen, counter-screen for diaphorase-coupled primary assays, biochemical, uHTS, resorufin fluorescence; diaphorase resazurin-to-resorufin fluorescence, NADH, 16 min; bacterial (C. kluyveri) enzyme, not human; inhibition, % at 20 µM; 0.69% of 190,000 active; AID 1217, 2008;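 active = primary screen inhibition at 20 µM above a set limit, cut at about 50% in these data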;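 also: plate controls were DMSO with full reaction for no effect and wells lacking NADH for full effect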
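System: Diaphorase enzyme from Clostridium kluyveri | Amount: Enzyme working solution with 0.14 U/mL diaphorase | Benchmarks: No-NADH positive control and DMSO neutral control | Signal: Fluorescence of resorufin formed from resazurin, Ex 544/Em 590 nm | Schedule: 16-min room-temperature incubation before reading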
TLR4-MyD88 BLA = inhibitors of TLR4-MyD88 association in cells, primary screen, cell-based, HeLa CL3-4, BLA complementation, FRET ratio; HeLa CL3-4 TLR4/MyD88 BLA complementation; inhibition, % at 8.4 µM; 0.18% of 200,000 active; in the data active = inhibition above about 25%;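 also: 0% = vehicle and 100% = reference inhibitor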
Target sequence (O00206 whole entry, looked up): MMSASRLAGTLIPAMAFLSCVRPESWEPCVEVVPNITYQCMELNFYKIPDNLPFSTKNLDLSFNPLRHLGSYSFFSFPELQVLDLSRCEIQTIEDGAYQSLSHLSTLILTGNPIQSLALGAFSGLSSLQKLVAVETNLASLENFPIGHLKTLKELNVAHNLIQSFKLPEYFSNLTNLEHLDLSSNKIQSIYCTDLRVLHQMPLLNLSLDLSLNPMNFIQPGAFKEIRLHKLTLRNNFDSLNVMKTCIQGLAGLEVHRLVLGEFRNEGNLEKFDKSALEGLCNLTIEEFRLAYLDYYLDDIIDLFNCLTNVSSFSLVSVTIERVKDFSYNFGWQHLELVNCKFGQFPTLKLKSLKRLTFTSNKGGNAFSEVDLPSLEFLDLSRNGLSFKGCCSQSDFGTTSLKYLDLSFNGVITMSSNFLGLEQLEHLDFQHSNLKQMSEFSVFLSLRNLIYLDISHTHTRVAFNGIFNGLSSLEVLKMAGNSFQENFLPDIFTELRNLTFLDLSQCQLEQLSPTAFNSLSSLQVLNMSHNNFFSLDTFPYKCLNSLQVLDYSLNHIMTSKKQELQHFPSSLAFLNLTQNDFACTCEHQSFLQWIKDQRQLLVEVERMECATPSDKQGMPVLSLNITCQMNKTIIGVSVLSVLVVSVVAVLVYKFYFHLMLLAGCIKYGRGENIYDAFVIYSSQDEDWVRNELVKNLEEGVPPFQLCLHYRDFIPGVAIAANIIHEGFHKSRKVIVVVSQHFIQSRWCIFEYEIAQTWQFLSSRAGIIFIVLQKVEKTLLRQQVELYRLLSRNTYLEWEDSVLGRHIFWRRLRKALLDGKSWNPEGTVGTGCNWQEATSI
Target sequence (Q99836 whole entry, looked up): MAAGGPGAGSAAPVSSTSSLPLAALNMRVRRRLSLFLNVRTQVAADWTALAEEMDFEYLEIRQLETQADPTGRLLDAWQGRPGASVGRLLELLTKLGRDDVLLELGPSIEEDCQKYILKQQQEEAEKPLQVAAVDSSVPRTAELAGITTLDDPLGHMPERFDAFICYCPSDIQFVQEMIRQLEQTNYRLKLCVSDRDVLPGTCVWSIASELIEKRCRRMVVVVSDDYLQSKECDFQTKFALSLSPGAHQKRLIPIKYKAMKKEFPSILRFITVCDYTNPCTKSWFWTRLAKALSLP
STAT1 activator = STAT1 signaling activators, primary screen, cell-based, HTS, luciferase reporter; NIH 3T3 STAT1-luciferase reporter, IFN-gamma, luminescence; 100% = IFN-gamma alone, no compound; activation (% of control), % at 5.5 µM; 2.6% of 200,000 active;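 active = activation above the screen-wide mean activation plus 3 SD, cut at about 130% in these data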;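 also: raw ratio to IFN-gamma control signal so 100% means no change and 0% no light; values of inactives mirror those of a sister screen read the other way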
Diaphorase act = compounds boosting diaphorase resazurin reduction – biochemical, uHTS, resorufin fluorescence, counter-screen for diaphorase-coupled primary assays, primary screen | Diaphorase/resazurin coupled assay, 16 min; active compounds read high; 1 = vehicle wells, 0 = NADH-free wells | activation factor at 20 µM | 0.005% of 190,000 active | AID 1229, 2008;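 active = diaphorase activity raised at least twofold by the compound at 20 µM; inactive = activation factor below 2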
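test system = bacterial diaphorase enzyme (C. kluyveri) | quantity = enzyme 0.07 U/mL final | reagent = NADH substrate 0.114 mM plus resazurin dye 0.1 mM, final | incubation = 16 min enzyme reaction, ambient temperature | buffer or medium = HEPES pH 7.4 buffer with MgCl2 and Tween 20 | signal = fluorescence of resorufin, 544 nm excitation, 590 nm emission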
G6PDH counter = L. mesenteroides G6PDH inhibitors, counter-screen for G6PDH-coupled screening assays, biochemical, Leuconostoc mesenteroides enzyme | Purified L. mesenteroides G6PDH, diaphorase/resazurin coupled fluorescence, 45 min | inhibition, % at 5 µM | 0.12% of 200,000 active | AID 1020, 2008; in the data active = inhibition above about 50%
Hsp70 act = Hsp70 transcriptional activators, primary screen, cell-based, HeLa, Hsp70 promoter luciferase, luminescence, 10 µM | AID 1203, 2008 | activation, % at 10 µM | 0.04% of 200,000 active | HeLa Hsp70 promoter luciferase reporter; scaled: vehicle 0, proteasome-inhibitor control 100%;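 active = activation above the mean across all tested compounds plus 3 SD, cutoff set per campaign, cut at about 5.5% in these data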;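 also: 100% = MG132 at 30 µM as the positive control and 0% = DMSO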
APP 5UTR inh = inhibitors of APP translation via 5'UTR reporter, primary screen, APP 5'UTR luciferase, SH-SY5Y cells; 0.82% of 190,000 active; inhibition, % at 2 µM; AID 1285, 2008; SH-SY5Y APP 5'UTR-luciferase reporter, luminescence;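 active = inhibition above a set limit, derived from the sample mean plus 3 SD, cut at about 45% in these data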; also: values of inactives mirror those of a sister screen read the other way
STAT3 activator = IL-6 driven STAT3 reporter potentiators, primary screen, U3A cells, luciferase, luminescence, MLSCN library; IL-6 STAT3-luciferase reporter; 100% = signal with IL-6 EC80 alone; activation (% of control), % at 5.6 µM; 0.91% of 190,000 active; AID 871, 2007;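 active = activation above the screen-wide mean of compound activation plus 3 SD, cut at about 130% in these data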;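 also: 0% = background luminescence of wells with medium and substrate only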
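Test system: Human STAT1-deficient U3A cells with stable STAT3-luciferase reporter | Also added: Interleukin-6, 33 ng/mL | Timing: Compound pre-incubation 1 h before IL-6, then 6 h stimulation at 37 °C | Technique: Luciferase reporter luminescence | Read-out: Percent of IL-6-only median luminescence | Benchmarks: IL-6-only wells as 100% reference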
* hit, by the source's call; x = no result given.

SMILES	STAT1 blocker	STAT3 inh	Diaph inh CS	TLR4-MyD88 BLA	STAT1 activator	Diaphorase act	G6PDH counter	Hsp70 act	APP 5UTR inh	STAT3 activator
COc1ccc(C2C(C#N)=C(N)OC(C(C)(C)C)=C2C#N)cc1OC (configuration not stated)	8	6	25	17	92	0.8	6	-0.3	-2	101
Cc1cc(Cl)ccc1Nc1ncccc1C(N)=O	-34	-3	-1	-16	130*	1	6	0.1	-41	105
CCCCCn1nc(C)c(/C=N\NC(=O)c2cc(C)oc2C)c1C	3	9	11	-3	97	0.9	1	-0.6	-15	93
O=C(Nc1nc2c(s1)CCc1ccccc1-2)c1ccco1	-28	11	26	-5	114	0.7	-45	0.3	-59	93
O=[N+]([O-])c1ccc(Nc2ccccc2)nc1	-8	4	13	-3	107	0.9	-4	0.1	-16	94
CCOC(=O)C1(Cc2ccccc2C(F)(F)F)CCN(C2CCCC2)CC1	6	-6	0	12	93	1	8	-0.1	-10	108
COc1ccc(-n2c(SCC(=O)N3CCOCC3)nc(O)c(Cc3ccccc3)c2=O)cc1	-2	7	14	-5	102	0.9	-2	0.0	-13	97
CCOC(=O)C1=C(C)N=c2s/c(=C\C(=O)OC)c(=O)n2C1c1ccc(OC)cc1 (configuration not stated)	-18	6	10	2	117	0.9	9	-0.2	-2	99
Cc1ccc(O)c(C(=O)CC(=O)c2ccccc2Cl)c1	-33	18	20	1	128	0.8	11	0.0	-29	87
CN(Cc1ccccc1)C(=S)Nc1ccc2nc3n(c(=O)c2c1)CCCCC3	-1	11	7	-16	98	0.9	1	0.0	-5	93
Cc1nc(OCC(=O)c2ccc(Cl)cc2)c(C#N)c2c1COC(C)(C)C2	10	14	16	3	91	0.8	7	0.9	-11	86
Cc1ccc(N/N=C2\COC(C)(C)CC2=O)cc1	-47	-5	-9	-1	142*	1.1	15	0.0	-113	108
Cc1cc(=O)[nH]c2c1c(C)nn2C1CCOC(C)(C)C1 (configuration not stated)	-4	-8	5	4	104	1	5	-0.1	-16	112
COc1cccc(C2CCCN2Cc2nc(CCC(C)C)no2)c1 (configuration not stated)	-3	4	-12	1	101	1.1	15	-0.3	-18	101
O=C(Nc1cnc2sccn2c1=O)c1ccc(Cl)cc1Cl	-35	42	-4	-3	132*	1	3	0.5	-39	68
CCOC(=O)c1c(NC(=O)CSc2nnnn2C)sc(C)c1-c1ccc(C)cc1	17	1	46	7	85	0.5	2	-0.2	-5	103
CC(Sc1nnnn1C)C(=O)Nc1ccc(Oc2ccccc2)cc1 (configuration not stated)	1	2	1	2	99	1	4	-0.6	4	102
COc1cccc(CNc2nc3nc4c(c(=O)n3[nH]2)CCC4)c1	-7	-1	8	-4	107	0.9	-4	-0.1	-12	105
COC(=O)CNC(=O)C12CC3CC(C1)CC(c1ccc(C)cc1)(C3)C2	-3	1	18	0	100	0.8	3	0.3	-16	103
Cc1nc2sc(C(c3cccc(F)c3)N3CC(C)OC(C)C3)c(O)n2n1 (configuration not stated)	-7	-2	4	1	106	1	-1	-0.2	-12	104
COc1ccc(NC(=O)C2c3cc(OC)c(OC)cc3C(=O)N(C)C2c2cccnc2)cc1OC (configuration not stated)	3	4	6	-1	97	0.9	-1	-0.2	8	99
CCN(CC)c1ccc(C(=O)OCC(=O)NCC2CCCO2)cc1 (configuration not stated)	-3	-13	9	-11	103	0.9	2	0.0	8	109
CCOC(=O)CSc1nc2c(sc(=S)n2-c2ccccc2)c(=O)[nH]1	0	4	38	-5	100	0.6	7	-0.1	-7	100
COC(=O)c1ccc(N2C(=O)c3cc(N4CCOCC4)c([N+](=O)[O-])cc3C2=O)cc1	11	-4	7	-2	90	0.9	-25	-0.5	-8	99
O=C(Nc1ccc2c(c1)OCCO2)C1c2ccccc2C(=O)N2CCc3ccccc3C12 (configuration not stated)	1	10	4	14	99	1	5	-0.3	-5	96

Random excerpt: 3 entries already listed
SMILES	STAT1 blocker	STAT3 inh	Diaph inh CS	TLR4-MyD88 BLA	STAT1 activator	Diaphorase act	G6PDH counter	Hsp70 act	APP 5UTR inh	STAT3 activator
Cc1nc2sc(C(c3cccc(F)c3)N3CC(C)OC(C)C3)c(O)n2n1 (configuration not stated)	-7	-2	4	1	106	1	-1	-0.2	-12	104
CCN(CC)c1ccc(C(=O)OCC(=O)NCC2CCCO2)cc1 (configuration not stated)	-3	-13	9	-11	103	0.9	2	0.0	8	109
CCOC(=O)CSc1nc2c(sc(=S)n2-c2ccccc2)c(=O)[nH]1	0	4	38	-5	100	0.6	7	-0.1	-7	100

Later entries.
SMILES	STAT1 blocker	STAT3 inh	Diaph inh CS	TLR4-MyD88 BLA	STAT1 activator	Diaphorase act	G6PDH counter	Hsp70 act	APP 5UTR inh	STAT3 activator
CSc1cccc(NC(=S)N2CCCN(Cc3cccc(Cl)c3)C2)c1	-1	3	-17	3	100	1.2	7	0.0	-12	100
CC1C(=O)C(C)C(c2cccs2)NC1c1cccs1 (configuration not stated)	-7	2	-5	-3	106	1.1	18	-0.2	-4	103
COC(=O)C1CSC(C(=O)OC)N1C(=O)Nc1ccc(Cl)cc1 (configuration not stated)	9	18	12	1	92	0.9	-6	-0.2	4	93
Cc1cc(C)n2cc(CSC3=NCCS3)nc2n1	-8	7	25	-7	107	0.7	4	-0.1	0	97
CCCN(CC(=O)Nc1ccc(C)cc1Br)CC(=O)Nc1ccc(F)c(F)c1F	-9	-7	7	-2	108	0.9	-2	-0.3	12	112
COc1ccc(CNC(=O)c2ccc(NC(=O)CC3SC(N4CCCCC4)=NC3=O)cc2)cc1 (configuration not stated)	-9	-14	9	2	108	0.9	3	-0.1	-17	113
O=C(NC1CCCC1)C1CCCN1C(=O)Nc1ccc(Cl)cc1 (configuration not stated)	6	12	13	2	94	0.9	-1	0.0	-4	98
CCOC(=O)C1(Cc2ccc(Cl)cc2)CCN(C(=O)c2cc(C)nc(C)n2)CC1	2	13	19	-10	96	0.8	-2	0.5	1	93
CCOC(=O)CNC=C(C(=O)OCC)C(=O)OCC	7	12	8	-8	94	0.9	7	-0.2	9	94
COCCn1c(Cc2ccccc2)nnc1SCC(=O)N1CCCCC1C (configuration not stated)	11	3	8	-19	89	0.9	1	0.4	7	97
Cc1ccc(NC(=O)Cn2nnc3ccccc3c2=O)cc1C	-4	-7	3	7	104	1	3	0.3	-21	107
Cc1ccc(C(=O)N/C(=C/c2ccco2)C(=O)NC2CCS(=O)(=O)C2)cc1 (configuration not stated)	2	12	13	10	97	0.9	-1	0.2	8	100
CCOC(=O)CN1C(=O)CSc2ccccc21	-1	9	20	-4	101	0.8	5	-0.4	5	94
O=C1C=C(c2ccccc2)CC(/C=C/c2ccccc2)C1 (configuration not stated)	-1	1	18	-13	100	0.8	-5	-0.2	-10	100
O=C(NNC(=O)c1cc(-c2cccnc2)nc2ccccc12)Nc1ccc(Cl)cc1	7	8	7	6	92	0.9	4	-0.1	-21	100
C(#Cc1ccccc1)C[N+]1(CC#Cc2ccccc2)CCCC1	20	17	16	3	82	0.8	0	-0.4	-8	87
Cc1cc(C(=O)Cn2nc(C(=O)O)c3ccccc3c2=O)c(C)n1-c1ccccc1	-8	15	24	-1	107	0.8	-3	-0.2	-51	91
O=C(CCS(=O)(=O)c1ccc(Br)s1)Nc1ccccc1Br	4	5	13	-12	96	0.9	2	0.5	-6	103
O=C(O)CCC(=O)Nc1ccc(Sc2ccc([N+](=O)[O-])cc2)cc1	-6	-2	5	7	105	1	22	0.2	3	99
Cn1c(=S)[nH]c2ccccc21	11	-8	6	1	90	0.9	-3	-0.1	8	113
COc1ccc(CN2C(=O)C(O)(CC(=O)c3c(C)n[nH]c3C)c3ccccc32)cc1OC (configuration not stated)	-2	12	20	6	100	0.8	3	-0.1	-8	93
S=C(Nc1ccc(Oc2ccccc2)cc1)NC1CCCCC1	3	12	4	-4	97	1	-12	0.1	-6	95
CCn1c(=O)cc(SCC(=O)N2CCC(C)CC2)c2ccccc21	23	26	11	-3	79	0.9	0	-0.4	-17	80
COc1ccc(NC(=S)NCC(c2cccnc2)N2CCOCC2)cc1 (configuration not stated)	-2	5	-8	-5	101	1.1	2	0.0	9	97
Cc1ccc(S(=O)(=O)N2CCN(C(=O)c3c(C)nn(-c4ccccc4)c3Cl)CC2)cc1	7	1	8	-11	92	0.9	3	-0.1	5	103
SMILES	STAT1 blocker	STAT3 inh	Diaph inh CS	TLR4-MyD88 BLA	STAT1 activator	Diaphorase act	G6PDH counter	Hsp70 act	APP 5UTR inh	STAT3 activator
Cc1ccc(N=Cc2c(O)n(C)c(=O)n(C)c2=O)nc1	-6	15	19	0	105	0.8	14	0.2	13	90
CCOC(=O)C(CC)Sc1nnc2n1C(C)(C)Cc1ccccc1-2 (configuration not stated)	3	26	2	5	97	1	6	-0.2	-9	82
CCN(CC)S(=O)(=O)c1cccc(C(=O)NCCc2ccccc2)c1	-8	-5	x	3	107	x	x	-0.2	-16	107
CC1CC1C(=O)NCCc1ccc(Cl)cc1 (configuration not stated)	-9	14	-2	2	107	1	10	-0.2	-5	91
COc1ccc(N2CCN(Cc3nc4scc(-c5cccs5)c4c(=O)[nH]3)CC2)cc1	8	-4	6	8	94	0.9	-10	0.1	-44	108
CC(=O)N1CCN(S(=O)(=O)c2cccc(C(=O)Nc3ccc4c(c3)OCO4)c2)CC1	2	3	13	-2	99	0.9	-16	-0.2	4	99
Cc1ccc(NC(=S)NCc2ccccc2Cl)c(C)c1	4	11	13	18	97	0.9	12	0.1	2	93
CCCOC(=O)CCn1c(=S)oc2ccccc21	-8	-1	10	13	107	0.9	8	-0.2	10	104
CCCn1c(CN2CCN(C(=O)c3ccco3)CC2)nc2c1c(=O)n(C)c(=O)n2C	2	-4	9	-6	98	0.9	-11	-0.3	-13	108
O=C1CN(C(=O)c2ccco2)C(c2ccccc2)c2cc(Cl)ccc2N1 (configuration not stated)	-1	-22	5	-5	101	0.9	2	0.1	2	121
CCOC(=O)c1c(C)n(-c2ccc(C)cc2)c2ccc(OCC(O)CNCC3CCCO3)cc12 (configuration not stated)	10	9	1	-12	90	1	18	-0.2	7	96
CCN(CC(=O)Nc1sc2c(c1C#N)CCC(C)C2)CC(=O)NC1CCS(=O)(=O)C1 (configuration not stated)	-10	-5	6	-17	107	0.9	4	-0.2	-6	110
